# NCI-60 one-dose screen, 48 h, at 10 µM unless noted. Numbers give growth in % (100 = growth as untreated, 0 = no growth, -100 = all killed).
# UACC-257 = UACC-257 melanoma; 78,000 compounds, 4.4% hits
# A549/ATCC = A549/ATCC NSCLC | 81,000 compounds, 3.7% hits
# M14 = M14 melanoma; 80,000 compounds, 6.2% hits; AID 1794745
# SK-MEL-2 = SK-MEL-2 melanoma; 77,000 compounds, 4.7% hits; AID 1794763
# UACC-62 = UACC-62 melanoma; 81,000 compounds, 5.4% hits; AID 1794756
# EKVX = EKVX NSCLC; 71,000 compounds, 3% hits; AID 1794765
# SK-MEL-5 = SK-MEL-5 melanoma. 80,000 compounds, 6.4% hits. AID 1794755
# MALME-3M = MALME-3M melanoma | 78,000 compounds, 5.8% hits | AID 1794766
# The depositor's hits bear a star; / = not tested or not shown; & = joins results of further samples; [ ] = dose if it differs, or a comment. The calls were made as follows: active = growth percent below 10; inactive = the rest.
# Each structure is followed by: UACC-257	A549/ATCC	M14	SK-MEL-2	UACC-62	EKVX	SK-MEL-5	MALME-3M
C[C@]12CCC(=O)C[C@@H]1CC[C@@H]1[C@@H]2CC[C@]2(C)[C@@H](OC(=O)N(CCCl)N=O)CC[C@@H]12
 : 57	28	18	18	14	70	23	57
CC1=C[C@H]2O[C@@H]3C[C@@H](O)[C@](C)([C@@]2(C)CC1)[C@@]31CO1
 : /	16	6.7*	23	45	38	12	21
CNC(=O)Oc1cccc(C(F)(F)F)c1
 : 102	103	101	106	98	139	105	140
O=S(=O)(c1ccc(O)cc1)c1ccc(O)cc1
 : 106	108	99	97	106	111	103	98
CCOc1ccc(N)cc1
 : 100	93	95	103	107	/	99	77
CCCCCCCCCCCCCCCCCC1OCC(COC(=O)O[C@@H](C(=O)O[C@H]2C[C@@]3(O)[C@@H](OC(=O)c4ccccc4)[C@@H]4[C@]5(OC(C)=O)CO[C@@H]5C[C@H](O)[C@@]4(C)C(=O)[C@H](OC(C)=O)C(=C2C)C3(C)C)[C@@H](NC(=O)c2ccccc2)c2ccccc2)O1 (some centres not stated)
 : 70	53	38	59	43	78	60	59
CN(C)C(=O)Nc1ccc(Cl)cc1
 : 120	105	110	106	87	96	110	111
O=C(CCCC1CCCCC1)OCC(Cl)(Cl)Cl
 : 109	107	105	109	99	105	107	102
O=[N+]([O-])C(Br)C(c1ccccc1)N1CCOCC1 (configuration not stated)
 : 96	103	99	105	100	99	105	99
Fc1ccc(C2=NN(c3ccccc3)C(c3sc(N(CCCl)CCCl)nc3Cl)C2)cc1 (configuration not stated)
 : 87	86	92	85	60	84	83	102
NCCc1ccc(OCc2ccccc2)c(OCc2ccccc2)c1
 : /	/	102	87	96	/	89	106
Nc1ccc(-c2ccc(N)c(N)c2)cc1N
 : 94	90	113	105	106	/	102	109
CC(=O)Cc1ccc(C)cc1
 : /	/	102	106	111	/	99	101
COc1nc2c(c(-c3ccc(F)cc3)c1C#N)[C@H]1CCC(/C2=C\c2ccc(F)cc2)N1C
 : 90	82	85	81	65	87	85	99
CN[C@@]1(c2ccccc2Cl)CCCC[C@@H]1NCC1CCCO1 (some centres not stated)
 : 96	98	101	100	96	99	102	95
O=C(O)COc1ccc(Cl)cc1
 : 97	95	97	102	105	93	/	116
c1ccc(C2NCCc3[nH]cnc32)cc1 (configuration not stated)
 : 102	105	98	/	107	102	101	90
O=c1cc(CCl)[nH]nc1CCl
 : /	/	111	/	103	/	102	99
COC(=O)[C@@]12C(N)=NC(=C(C#N)C#N)[C@]1(C#N)[C@H]2c1cc(OC)c(OC)c(OC)c1
 : 100	111	113	121	/	/	101	/
NC(=NCc1ccccc1)N[N+](=O)[O-]
 : 94	95	105	112	107	97	105	137
COc1ccc(CC2c3cc(OC)c(OC)cc3CCN2C)cc1OC (configuration not stated)
 : /	91	101	93	97	100	100	111
Cc1ccc(P(=O)(O)O)cc1
 : 103	102	104	109	99	100	107	96
CCN(CC)CC(O)c1ccc(I)cc1 (configuration not stated)
 : 100	92	91	101	101	97	104	95
CCOC(=O)C(C#N)c1ccccc1 (configuration not stated)
 : 103	102	106	99	97	/	97	88
ClC1OC(Cl)C(Cl)OC1Cl (configuration not stated)
 : 90	97	100	92	101	/	98	106
CC(C)(O)C1C2OC(=O)C1C1(O)CC3OC34C(=O)OC2C14C (configuration not stated)
 : 98	96	104	110	100	100	99	116
COc1ccc(CCN)cc1
 : 100	95	97	97	91	100	98	109
Cc1ccc(NC(=O)c2ccc(C)c(N(CCCl)CCCl)c2)c(C)c1
 : 115	67	95	120	80	103	103	101
O=C/C(Cl)=C(/Cl)C(=O)O
 : 111	86&119	99&109	104&73	101&102	98	95&102	104&106
O=C1NC(=O)C(=Cc2ccc3ccccc3c2)C(=O)N1
 : 96	96	101	98	95	97	101	103

# Quoted at random: five compounds from above, in no set order.
# Each structure is followed by: UACC-257	A549/ATCC	M14	SK-MEL-2	UACC-62	EKVX	SK-MEL-5	MALME-3M
c1ccc(C2NCCc3[nH]cnc32)cc1 (configuration not stated)
 : 102	105	98	/	107	102	101	90
COC(=O)[C@@]12C(N)=NC(=C(C#N)C#N)[C@]1(C#N)[C@H]2c1cc(OC)c(OC)c(OC)c1
 : 100	111	113	121	/	/	101	/
CCOC(=O)C(C#N)c1ccccc1 (configuration not stated)
 : 103	102	106	99	97	/	97	88
COc1ccc(CC2c3cc(OC)c(OC)cc3CCN2C)cc1OC (configuration not stated)
 : /	91	101	93	97	100	100	111
O=C1NC(=O)C(=Cc2ccc3ccccc3c2)C(=O)N1
 : 96	96	101	98	95	97	101	103

# (cont.)
# Each structure is followed by: UACC-257	A549/ATCC	M14	SK-MEL-2	UACC-62	EKVX	SK-MEL-5	MALME-3M
O=[N+]([O-])c1ccc(S(=O)(=O)F)c(Cl)c1
 : 100	101	95	92	116	/	103	114
O=C(COc1ccc(OCC(=O)N2CC2)cc1)N1CC1
 : 101	100	99	104	102	/	112	101
BrCC[N+]12CC[N+](CCBr)(CC1)C2
 : 96	102	103	116	108	124	109	107
O=C=Nc1ccc(Br)cc1
 : 110	113	100	109	97	102	81	108
CC[C@H](C)[C@H](NC(=O)[C@H]1CCCCN1C)C(=O)N(C)[C@H](C[C@@H](OC(C)=O)c1cccc(C(=O)N[C@@H](Cc2ccccc2)C[C@H](C)C(=O)O)n1)C(C)C
 : 48	11	10	36	40	60	-25*	64
COc1ccc(OC)c(/C=C(/C)[N+](=O)[O-])c1
 : 0.6*	76	47	56	63	84	65	/
CC(=O)O[C@H]1CC[C@H]2[C@@H]3CC[C@H]4CC=C(C)C[C@]4(C)[C@H]3CC[C@]12C
 : 111	107	101	110	98	116	/	106
CNC(=O)Oc1ccc2c(c1)OCO2
 : 102	100	107	98	99	98	101	104
COc1ccc2c(c1)NP(=S)(c1ccccc1)N2 (configuration not stated)
 : 110	100	100	99	102	113	108	/
CSC(SC)=C1C(=O)NC(=O)NC1=O
 : 84	99	103	91	100	/	103	100
CN(C)P(=O)(NC(NC=O)C(Cl)(Cl)Cl)N(C)C (configuration not stated)
 : 106	107	107	113	103	99	91	141
CC/C=C(\C)C1(CC)C(=O)NC(=S)NC1=O
 : 94	98	106	108	106	/	97	104
Cc1ccc(-n2c(=O)[nH]c3ccccc3c2=O)cc1[N+](=O)[O-]
 : /	92	111	94	97	/	102	93
CCN1C(=O)NC(=O)C(CC)(NC(=O)c2cc(F)c(F)c(F)c2F)C1=O (configuration not stated)
 : 99	97	109	106	91	100	115	108
COc1cc2cc(C(=O)N3C[C@@H](CCl)c4c3cc(OC(=O)N3CCN(C)[C@@H]5CSSC[C@H]53)c3ccccc43)[nH]c2c(OC)c1OC
 : -46*	-58*	-76*	-92*	-93*	-86*	-100*	-92*
O=c1[nH]c(N2C[C@@H]3C[C@H](C2)c2cccc(=O)n2C3)nc2sc3c(c12)CCCC3
 : 86	79	/	93	91	90	98	111
C/C=C(\C)C(=O)O[C@@H]1C(O)[C@H]2OC(COC(=O)CCC(=O)CCCCCC[C@H](CCCCC)O[C@@H]3OC(C)[C@H](OC(C)=O)C(O)[C@H]3O2)[C@H]1OC(=O)/C=C/c1ccccc1 (some centres not stated)
 : /	20	-13*	-1.5*	-47*	24	-79*	15
CC(=O)O[C@H]1CC[C@@]2(C)C(=CCC3C2CC[C@]2(C)C(=O)CCC32)C1 (some centres not stated)
 : 99	91	104	117	97	74	103	105
CCOP(=O)(CCCCCCC#N)Oc1ccc([N+](=O)[O-])cc1 (configuration not stated)
 : 86	100	106	107	94	92	105	101
COc1cc2c(cc1O)N=C[C@@H]1CCC(O)N1C2=O (mixture of isomers)
 : 94	87	/	112	92	107	101	101
CCOC(=O)C1=C(N)Oc2c(c(=O)oc3ccccc23)C1c1cc(=O)oc2ccc(Cl)cc12 (configuration not stated)
 : 90	94	/	94	99	99	95	99
CN(CCCCN(C)CCOS(C)(=O)=O)CCOS(C)(=O)=O
 : 82	79	76	102	56	112	84	87
C=C1C[C@](OC)([C@H](O)C(=O)N[C@@H](OC)[C@@H]2C[C@@H](O)C(C)(C)[C@@H](C[C@@H](COC)OC)O2)O[C@H](C)[C@@H]1C
 : -53*	-49*	-55*	-65*	-93*	-34*	-100*	-71*
O=C1NCN(c2ccccc2)C12CCNCC2
 : 110	88	101	97	98	101	97	99
CNC(=O)Oc1c(OC)cccc1OC
 : 93	89	95	93	99	98	100	104
NNc1n[nH]c(N)n1
 : 101	100	/	111	95	100	101	98
CCOc1cc2c(cc1OCC)C(C)NCC2 (configuration not stated)
 : /	105	114	116	108	106	105	107
[N-]=[N+]=CC(=O)CC[C@H](N)C(=O)O
 : 97[20 µM]	99[20 µM]	98[20 µM]	105[20 µM]	99[20 µM]	101[20 µM]	104[20 µM]	95[20 µM]
O=C(/C=C/c1ccc(Cl)cc1)c1nc2ccccc2n1Cc1ccc(Br)cc1
 : 71	73	65	83	49	40	85	72
Cc1c(Cl)cc([N+](=O)[O-])c(O)c1[N+](=O)[O-]
 : 86	91	101	102	102	99	107	120

# Record cards, as listed above. Order of values: UACC-257	A549/ATCC	M14	SK-MEL-2	UACC-62	EKVX	SK-MEL-5	MALME-3M
# O=c1[nH]c(N2C[C@@H]3C[C@H](C2)c2cccc(=O)n2C3)nc2sc3c(c12)CCCC3 is listed as 86	79	/	93	91	90	98	111
# NNc1n[nH]c(N)n1 is listed as 101	100	/	111	95	100	101	98
# CCOc1cc2c(cc1OCC)C(C)NCC2 (configuration not stated) is listed as /	105	114	116	108	106	105	107
# [N-]=[N+]=CC(=O)CC[C@H](N)C(=O)O is listed as 97[20 µM]	99[20 µM]	98[20 µM]	105[20 µM]	99[20 µM]	101[20 µM]	104[20 µM]	95[20 µM]
# CCOC(=O)C1=C(N)Oc2c(c(=O)oc3ccccc23)C1c1cc(=O)oc2ccc(Cl)cc12 (configuration not stated) is listed as 90	94	/	94	99	99	95	99

# Copied from the list.
# SK-MEL-5 result of NNc1n[nH]c(N)n1 stands at 101
# UACC-257 result of CNC(=O)Oc1c(OC)cccc1OC stands at 93

# (more compounds)
# Each structure is followed by: UACC-257	A549/ATCC	M14	SK-MEL-2	UACC-62	EKVX	SK-MEL-5	MALME-3M
O=C(NP(=O)(N1CC1)N1CC1)OCc1ccccc1
 : 99	100	101	100	106	85	102	96
S=C=Nc1ccc(Br)cc1
 : 99	95	102	109	117	92	93	102
Nc1cccnc1
 : 83	106	113	/	109	115	112	120
CCCC(C)(C)c1ccc2c(c1)OC(C)(C)[C@@H]1CC=C(C)C[C@@H]21
 : 93	88	100	95	98	106	102	94
COCc1c(CN)cnc(C)c1N
 : 96	94	101	96	89	105	100	104

# Compound activity as filed in PubChem.

# These rows are one share of the data; count on the stated rates, not on these rows.
